RBBP9 inhibitor – inhibitors of human serine hydrolase RBBP9. AID 1515. recombinant RBBP9, FP-Rh probe fluorescence polarization. 0.2% of 220,000 active. inhibition, % at 7.94 µM;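 active = inhibition above the campaign mean of all tested compounds plus 3 SD, cut at about 14% in these data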;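 also: plate controls were DMSO wells with RBBP9 for no effect and wells lacking RBBP9 protein for full effect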
Target sequence (O75884 whole entry, looked up): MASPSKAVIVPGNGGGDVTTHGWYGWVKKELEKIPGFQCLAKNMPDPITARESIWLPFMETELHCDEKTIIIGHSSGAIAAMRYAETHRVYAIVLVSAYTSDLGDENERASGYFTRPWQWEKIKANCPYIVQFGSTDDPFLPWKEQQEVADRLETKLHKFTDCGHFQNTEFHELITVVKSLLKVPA
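System: RBBP9 protein / Buffer or medium: Tris/NaCl buffer pH 8.0 with 0.1% Pluronic / Probe or stimulus: Serine-hydrolase probe FP-Rh, 375 nM pre-mixing / Dosing: 7.94 µM single dose, 0.794% DMSO / Times: enzyme-compound preincubation 30 min, then probe labeling 45 min, 25 °C / Technique: fluorescence polarization (mP), excitation 525 nm, emission 598 nm / Replication: singlicate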
BaF3 tox – counter-screen for JAK2V617F inhibitors: parental Ba/F3 viability inhibitors. CellTiter-Glo ATP luminescence. inhibition, % at 5.6 µM. 1.1% of 220,000 active;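 active = inhibition above a per-campaign cutoff, the mean inhibition of all tested compounds plus 3 SD, cut at about 27% in these data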;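 also: 0% = DMSO wells and 100% = JAK Inhibitor I control wells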
PPC-1+TRAIL kill – kills PPC-1 cancer cells in the presence of TRAIL | PPC-1 cells + TRAIL, ATPLite viability luminescence | cell killing (% activity), % at 4 µM | 0.41% of 220,000 active | AID 1443;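 active = cell killing above 50% in the first pass at 4 µM, then a duplicate retest at 5 µM averaging 50% or more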;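 also: plate controls were cells with TRAIL plus DMSO for no effect and medium-only wells lacking cells for full effect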
Wee1 stabilizer – human Wee1 degradation inhibition, primary screen. P30291. HeLa Luc-Wee1K328M stability, luciferase luminescence; 100% = proteasome inhibitor MG132 effect. reporter increase, % at 5 µM. 1.2% of 220,000 active;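 active = activation above the mean of all tested compounds plus 3 SD, set per screening run, cut at about 8.8% in these data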;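 also: cells exposed to compound for 20 h before luminescence read; 0% = DMSO alone and 100% = MG132 at 30 µM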
Target sequence (P30291 whole entry K328M): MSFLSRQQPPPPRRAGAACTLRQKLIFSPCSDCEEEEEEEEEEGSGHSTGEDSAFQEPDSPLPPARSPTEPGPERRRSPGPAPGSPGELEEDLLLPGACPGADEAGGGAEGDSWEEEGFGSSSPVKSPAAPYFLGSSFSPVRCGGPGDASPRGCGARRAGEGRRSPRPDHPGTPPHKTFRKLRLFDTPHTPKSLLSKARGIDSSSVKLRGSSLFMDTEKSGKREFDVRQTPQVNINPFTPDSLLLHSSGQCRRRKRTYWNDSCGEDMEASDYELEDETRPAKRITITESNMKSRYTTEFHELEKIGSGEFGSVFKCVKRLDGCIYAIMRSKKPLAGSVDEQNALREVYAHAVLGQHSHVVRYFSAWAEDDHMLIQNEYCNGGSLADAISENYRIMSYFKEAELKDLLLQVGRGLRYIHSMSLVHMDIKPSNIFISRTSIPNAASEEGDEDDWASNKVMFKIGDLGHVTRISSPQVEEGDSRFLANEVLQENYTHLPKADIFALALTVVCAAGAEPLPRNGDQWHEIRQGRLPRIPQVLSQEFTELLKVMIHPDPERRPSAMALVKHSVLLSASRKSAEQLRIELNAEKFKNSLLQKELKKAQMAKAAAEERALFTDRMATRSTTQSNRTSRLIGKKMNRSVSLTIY
Ba/F3 V617F tox – lowers viability of Ba/F3 cells expressing EpoR and JAK2V617F; ATP luminescence; inhibition, % at 5.6 µM; 1.1% of 220,000 active;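 active = inhibition above the campaign mean plus 3 SD over all tested compounds, cut at about 24% in these data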;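 also: cytokine-independent growth of Ba/F3 cells driven by EpoR plus mutant JAK2; 0% = DMSO-treated cells and 100% = JAK inhibitor I control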
TRPML3 ag – agonists of human TRPML3 channel | Q8TDD5 | HEK293 TRPML3-YFP, Fluo-8 calcium fluorescence; 100% = the carbachol control signal | activation, % at 3 µM | 0.29% of 220,000 active | AID 1448;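 active = activation above its plate's cutoff, the mean activation of the plate's test wells plus 3 SD, cut at about 12% in these data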;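 also: 0% = DMSO only wells and 100% = carbachol wells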
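Test system – HEK293 line with stable expression of human TRPML3-YFP channel · Control set – carbachol 87 µM final as high control (100%), DMSO as low control (0%) · Signal – Fluo-8 calcium dye fluorescence, ex 470-495, em 515-575 nm · Incubation – 1-h 37 °C dye load, 5-s basal, 120-s post-compound reads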
TRPN1 ag – activates the zebrafish TRPN1 channel. 0.18% of 220,000 active. HEK293 zebrafish TRPN1-YFP, Fluo-8 calcium fluorescence; 100% = response to 87 µM carbachol. activation, % at 3 µM. AID 1424;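 active = activation above its plate's cutoff, the mean activation of test wells on that plate plus 3 SD, cut at about 19% in these data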;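 also: 0% = DMSO alone and 100% = 87 µM carbachol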
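Control set: carbachol 87 µM as high control, DMSO as low control; system: HEK293 stable line with zebrafish TRPN1-YFP; read-out: % activation versus carbachol response; detection: intracellular calcium fluorescence with Fluo-8; doses: single test compound dose, 3 µM nominal, 0.3% DMSO; schedule: dye 1 h 37 °C plus 30 min RT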
CHOP inhibitor – CHOP inhibition in unfolded protein response; CHO-K1 CHOP-promoter luciferase, tunicamycin-induced, 15-18 h; inhibition, % at 10 µM; 3.8% of 220,000 active;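 active = compounds that reduced the stress-induced luciferase reporter signal by more than about 70% of percent inhibition, limit read from the data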;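 also: 0% = tunicamycin plus vehicle and 100% = wells without tunicamycin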
TNF necrop inh – TNF-alpha cell death inhibition in Jurkat FADD-/- cells. 0.068% of 220,000 active. AID 463075. Jurkat FADD-/- TNF necroptosis rescue, ATP luminescence, 24 h; 0 = TNF only, 100 = no-TNF cells. activation (protection from cell death), % at 10 µM;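 active = activation, meaning protection from cell death, of at least 50% relative to plate controls; inactive = activation below 50%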;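 also: necroptosis triggered by 40 ng/mL TNF-alpha added together with compound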
Active calls of the source: *; . = no result given.

no. | structure | RBBP9 inhibitor | BaF3 tox | PPC-1+TRAIL kill | Wee1 stabilizer | Ba/F3 V617F tox | TRPML3 ag | TRPN1 ag | CHOP inhibitor | TNF necrop inh
1 | O=C(Nn1cnc2ccccc2c1=O)C1CCCCC1 | -7 | 6 | -4 | -2 | 2 | 0.3 | -0.4 | 1 | 1.3
2 | CCN(CC)CCn1c(=N)n(CC(O)c2ccc(OC)c(OC)c2)c2ccccc21 (stereo not given) | -10 | 2 | 18 | 0 | 0 | 0.8 | -1.5 | -19 | 0.0
3 | O=C(CCNS(=O)(=O)c1cccc2nsnc12)NCc1ccc(F)cc1 | -7 | 6 | 2 | 3 | 3 | 0.1 | -0.5 | -7 | 0.1
4 | COc1ccc2nc(NC(=O)CSc3nnc4n3C(C)(C)Cc3ccccc3-4)sc2c1 | -5 | 3 | 7 | -2 | -1 | 0.0 | 0.0 | -10 | 0.6
5 | CCOC(=O)C1CCCN(C(=O)c2c(-c3ccccc3Cl)noc2C)C1 (stereo not given) | 3 | 3 | 20 | -2 | 10 | 0.2 | 1.1 | 5 | 1.5
6 | CC1CCN(CCCCOc2ccccc2-c2ccccc2)CC1 | -3 | 2 | 2 | 1 | -1 | 0.6 | -3.1 | 19 | 2.2
7 | c1ccc(CCn2nnnc2C(c2cccnc2)N2CCN(c3ccccc3)CC2)cc1 (stereo not given) | -6 | 3 | 4 | 2 | 3 | 0.1 | -0.4 | -26 | 0.3
8 | CC(C)N(C)CCOC(=O)c1ccc2c(c1)OCCO2 | -9 | -2 | 26 | 0 | -3 | 1.1 | 0.2 | 22 | 0.3
9 | CCOC(=O)c1c(-c2ccccc2)csc1NC(=O)C(C)NCCCN1CCOCC1 (stereo not given) | -5 | 6 | 6 | 1 | -3 | -0.1 | -2.0 | -13 | -0.9
10 | O=C(COC(=O)Cc1ccccc1[N+](=O)[O-])NCc1ccccc1Cl | 1 | 4 | -8 | 0 | 0 | -0.8 | 0.0 | -3 | 1.0
11 | Cc1ccc(NC(=O)c2c(C(F)(F)F)nn(C)c2SCc2cccc(C(F)(F)F)c2)cc1C | -12 | 48* | 6 | -2 | 43* | 2.5 | 0.3 | 59 | -8.3
12 | COc1ccccc1CCc1nnc(CCC(=O)N(C)Cc2cccc3cnccc23)o1 | -7 | 1 | 16 | 3 | -2 | -0.3 | 1.9 | -9 | 1.7
13 | O=C(NC(=S)NNC(=O)c1ccccc1[N+](=O)[O-])c1ccccc1 | -5 | 4 | 22 | 0 | -1 | 1.2 | 1.1 | 11 | -1.1
14 | CN(C)c1cccc(C(=O)OCC(=O)NCc2ccco2)c1 | -5 | 7 | 22 | -1 | 2 | -0.9 | 0.8 | 31 | -1.8
15 | COc1ccc(C(=O)NCC(=O)OCC(=O)Nc2ccc(C)c(S(=O)(=O)N(C)C)c2)cc1OC | 0 | -11 | 10 | -1 | 3 | 0.0 | 1.0 | 6 | 0.7
16 | O=C(COc1cccc2cccnc12)NCC(F)(F)F | 1 | -3 | 3 | 0 | -3 | -0.4 | -1.4 | 42 | -0.1
17 | COc1ccc([N+](=O)[O-])cc1N(CC(O)CN(C)C)S(=O)(=O)c1ccccc1 (stereo not given) | -4 | -3 | -13 | 1 | -3 | -0.2 | 0.8 | -8 | 1.5
18 | CC(=O)OCC1OC(c2ccccc2)C(OC(C)=O)C(OC(C)=O)C1OC(C)=O (stereo not given) | -5 | -1 | 8 | 3 | -4 | 0.9 | -0.7 | 22 | -1.9
19 | CCOP(=O)(c1ccccc1)c1nc(-c2ccccc2C)oc1NCc1ccccc1 (stereo not given) | -6 | -4 | -9 | 0 | 0 | 0.0 | 0.8 | 42 | 4.3
20 | Cc1ccc(Cn2ccc(NC(=O)c3cc(-c4ccccc4)on3)n2)cc1 | 3 | 3 | 13 | 2 | -1 | 0.5 | -0.2 | 15 | -1.0

21. O=C(NN1C(=O)c2ccccc2NC1c1cccnc1)c1ccccc1 (stereo not given)
22. O=C(NCc1ccccc1)N1CCN(c2ccccc2F)CC1
23. O=C(O)c1ccccc1-n1cccc1C(=O)O
24. O=C(O)CCN(Cc1ccccc1)S(=O)(=O)c1ccccc1Cl
25. COc1ccc(NC(=S)Nc2ccc(F)cc2)c(OC)c1
26. CCCCNC(=O)c1onc(CSc2cccc(C)c2)c1C(=O)O
entry no.,21,22,23,24,25,26
RBBP9 inhibitor,-2,0,-4,3,1,-5
BaF3 tox,7,2,1,5,7,-2
PPC-1+TRAIL kill,.,-9,3,22,.,-2
Wee1 stabilizer,-3,-3,2,1,-1,-1
Ba/F3 V617F tox,-2,-6,-8,4,3,-2
TRPML3 ag,0.4,0.0,-0.4,0.8,0.0,1.0
TRPN1 ag,-0.5,0.3,-1.4,0.8,-0.2,-0.1
CHOP inhibitor,7,47,16,7,.,-11
TNF necrop inh,0.4,-1.7,0.5,0.0,-4.4,-2.3

27. O=C(NCc1cccnc1)NC1CCCN1S(=O)(=O)c1ccc(Cl)cc1 (stereo not given)
28. COc1ccc(C(C)=O)cc1COC(=O)c1cnc(C)cn1
29. COc1ccc(Nc2sc(C(=O)Nc3cccc(Cl)c3)c(N)c2C(=O)Nc2ccccc2OC)cc1
30. O=C(CSc1nnc(-c2ccc(O)cc2)n1Cc1ccco1)c1ccccc1
31. COc1cccc(OC)c1-c1nn(-c2ncc(C(F)(F)F)cc2Cl)c(=O)o1
32. Cc1ccc(NC(=O)Nc2ccc3c(c2)C(=O)OC3)cc1Cl
entry no.,27,28,29,30,31,32
RBBP9 inhibitor,-8,-5,-22,-6,0,0
BaF3 tox,2,6,6,7,-3,2
PPC-1+TRAIL kill,8,14,-11,13,-5,10
Wee1 stabilizer,-2,-1,0,0,-2,-3
Ba/F3 V617F tox,-2,3,-1,1,0,-4
TRPML3 ag,-0.3,0.5,2.5,-0.1,-0.1,1.0
TRPN1 ag,-0.1,0.8,6.1,-0.7,-0.4,2.7
CHOP inhibitor,1,14,16,24,-8,-8
TNF necrop inh,-0.3,0.4,1.5,-0.7,-0.1,3.8

33. COc1ccc(C(=O)OCC(=O)Nc2ccc(Cl)c(C(F)(F)F)c2)c(OC)c1OC
34. CC(C)(C)C(=O)Nc1ccccc1C(=O)NCc1cccnc1
35. Nc1nc(CSC(=S)N2CCN(c3ccccc3)CC2)nc(Nc2ccc(F)cc2)n1
36. CC1=CN2C(=N)/C(=C/c3ccc([N+](=O)[O-])o3)C(=O)N=C2S1
37. Cc1ccccc1Cn1ccc(NC(=O)c2nc3ncccn3n2)n1
38. Cc1ccc(N(CC(=O)NCc2cccnc2)S(C)(=O)=O)cc1C
entry no.,33,34,35,36,37,38
RBBP9 inhibitor,-14,-4,-7,3,-3,4
BaF3 tox,4,-2,2,7,3,4
PPC-1+TRAIL kill,29,-1,32,-12,16,16
Wee1 stabilizer,1,-1,1,0,-2,-1
Ba/F3 V617F tox,2,0,-3,2,-1,0
TRPML3 ag,1.1,0.2,0.1,1.1,1.0,0.5
TRPN1 ag,-0.8,-0.1,-0.8,3.2,0.7,-0.1
CHOP inhibitor,26,3,47,107*,-17,-3
TNF necrop inh,3.7,1.0,2.5,-9.5,1.5,0.3

A draw from above in order of length of the SMILES, descending:
9. CCOC(=O)c1c(-c2ccccc2)csc1NC(=O)C(C)NCCCN1CCOCC1 (stereo not given)
10. O=C(COC(=O)Cc1ccccc1[N+](=O)[O-])NCc1ccccc1Cl
32. Cc1ccc(NC(=O)Nc2ccc3c(c2)C(=O)OC3)cc1Cl
28. COc1ccc(C(C)=O)cc1COC(=O)c1cnc(C)cn1
entry no.,9,10,32,28
RBBP9 inhibitor,-5,1,0,-5
BaF3 tox,6,4,2,6
PPC-1+TRAIL kill,6,-8,10,14
Wee1 stabilizer,1,0,-3,-1
Ba/F3 V617F tox,-3,0,-4,3
TRPML3 ag,-0.1,-0.8,1.0,0.5
TRPN1 ag,-2.0,0.0,2.7,0.8
CHOP inhibitor,-13,-3,-8,14
TNF necrop inh,-0.9,1.0,3.8,0.4

(next part)
39. CCC(C)(C)n1nnnc1C(c1ccc2ncccc2c1)N1CCN(Cc2ccc3c(c2)OCO3)CC1 (stereo not given)
40. O=C(CN(Cc1ccccc1)S(=O)(=O)c1ccccc1)N1CCOCC1
41. O=C(NC(Cc1c[nH]c2ccccc12)C(=O)OCC(=O)c1cccc2ccccc12)c1cccs1 (stereo not given)
42. Cn1c(N/N=C\c2cccc(O)c2)cc(=O)n(C)c1=O
43. O=C(CCCN1C(=O)CCC1=O)Nc1cccc(C(F)(F)F)c1
44. Cc1ccc(C(C(=O)NC2CCCCC2)N2CCC3(CC2)OCCO3)cc1 (stereo not given)
entry no.,39,40,41,42,43,44
RBBP9 inhibitor,-7,-7,-18,-11,-5,-1
BaF3 tox,4,2,6,3,4,4
PPC-1+TRAIL kill,-15,20,17,6,-13,-13
Wee1 stabilizer,0,-1,1,2,-3,1
Ba/F3 V617F tox,0,6,-2,4,-4,0
TRPML3 ag,-0.5,-0.5,-0.6,0.9,0.3,-0.3
TRPN1 ag,0.4,0.6,-0.5,-0.2,0.2,0.5
CHOP inhibitor,40,5,22,5,-19,16
TNF necrop inh,-0.9,-0.6,2.2,1.4,-0.7,-1.0

45. Cn1cc(/C=N/n2cnc3sc4c(c3c2=O)CCCC4)c2ccccc21
46. O=C(COC(=O)c1ccc(S(=O)(=O)N2CCCC2)cc1)NCc1ccco1
47. Cc1ccc(NC(=O)COC(=O)c2cccnc2Cl)cc1S(=O)(=O)N1CCCCC1
48. CC(=O)NC1C(Oc2ccc3c(C)cc(=O)oc3c2)OC(COC(C)=O)C(OC(C)=O)C1OC(C)=O (stereo not given)
49. O=C(NNC(=S)Nc1ccc(F)cc1)C1CC1c1ccc(Cl)cc1 (stereo not given)
entry no.,45,46,47,48,49
RBBP9 inhibitor,-8,-7,0,3,-13
BaF3 tox,9,5,4,7,5
PPC-1+TRAIL kill,13,-4,-16,16,8
Wee1 stabilizer,-5,-1,0,7,-2
Ba/F3 V617F tox,7,2,3,0,2
TRPML3 ag,0.6,0.6,3.5,-0.2,0.5
TRPN1 ag,0.1,1.1,8.1,0.2,-0.1
CHOP inhibitor,0,5,16,1,-16
TNF necrop inh,-0.8,-0.6,-1.5,1.6,-0.3
